H9c2 protect: cardioprotection against H2O2-induced cell death, primary screen, uHTS, H9c2 cells, ATPLite luminescence | H9c2 cardiomyocytes, H2O2 injury protection, 2 h | actives 0.63% (n = 360,000) | protection from H2O2 cell death, % at 20 µM;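 active = compounds giving at least 50% protection of heart cells from peroxide-induced death in the single-dose screen, raw or plate-pattern-corrected value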;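 also: 0% = DMSO wells with peroxide and 100% = DMSO wells without peroxide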
ABCB6 inh MLPCN: ABCB6 transporter inhibitors, primary screen, K562-ABCB6 cells, flow cytometry, MLPCN library. actives 0.19% (n = 360,000). ATP-binding cassette sub-family B member 6 (Homo sapiens), Q9NP58. fluorescence ratio to DMSO, % at 10 µM. K562-ABCB6 porphyrin accumulation, 1 h; stronger effect = lower value;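 active = fluorescence ratio to DMSO below 75%, the collection mean minus 3 SD; inconclusive = too few cells collected in the well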;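 also: signal is porphyrin accumulated inside mitochondria; 100% equals median channel fluorescence of DMSO control wells; lower ratio means ABCB6 inhibition with less porphyrin fluorescence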
HTR2A ag: mouse Htr2a agonists via beta-arrestin recruitment, primary screen, cell-based, luminescence; 5-hydroxytryptamine receptor 2A (Mus musculus), P35363; CHO-K1 mHTR2A beta-arrestin complementation; percent of 30 µM serotonin response; activation, % at 7.6 µM; actives 0.66% (n = 360,000); AID 624169, 2012;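 active = activation above a run cutoff, the mean activation of all tested compounds plus 3 SD, cut at about 14% in these data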;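 also: 0% = plate median of compound wells and 100% = 30 µM serotonin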
Target sequence (P35363 whole entry, looked up): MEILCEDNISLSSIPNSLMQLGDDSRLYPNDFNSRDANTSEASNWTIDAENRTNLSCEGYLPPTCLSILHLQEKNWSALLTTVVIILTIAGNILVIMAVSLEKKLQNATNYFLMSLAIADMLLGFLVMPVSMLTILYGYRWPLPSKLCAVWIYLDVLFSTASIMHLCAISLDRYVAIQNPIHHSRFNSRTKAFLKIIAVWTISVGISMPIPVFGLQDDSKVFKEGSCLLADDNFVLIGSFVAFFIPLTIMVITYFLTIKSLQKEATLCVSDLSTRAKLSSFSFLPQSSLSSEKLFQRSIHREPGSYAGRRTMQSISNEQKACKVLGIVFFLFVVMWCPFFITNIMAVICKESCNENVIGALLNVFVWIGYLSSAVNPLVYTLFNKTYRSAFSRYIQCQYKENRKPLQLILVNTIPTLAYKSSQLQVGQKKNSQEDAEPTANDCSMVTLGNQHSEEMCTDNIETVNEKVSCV
Vif inh: HIV Vif self-association inhibitors, primary screen, imaging, HEK293T, single point; actives 0.35% (n = 340,000); AID 602346, 2012; inhibition, % at 7.49 µM; HEK293T cells, Vif self-association by quenched fluorescence, 24 h; in the data active = inhibition above about 50%, passing the limit was not always enough; inconclusive = no clear call, values can overlap the other calls; inactive = below about 31%; also: some results filed as inactive read as strong as hits
CaV13 FRET inh: Disruptors of the CACNA1D IQ motif to Ca2+-dependent inactivation inhibitor domain association, primary screening, Förster resonance energy transfer in intact living …; HEK cells, CFP/YFP FRET ICDI-IQ, plate reader, 10 min; percent FRET-ratio fall versus neutral wells; inhibition, % at 12.3 µM; actives 0.098% (n = 340,000);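 active = mean replicate inhibition of at least 30% and at least 1% of replicates passing that level; inconclusive = only one of the two criteria is met; inactive = neither criterion is met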;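 also: 0% = median of the neutral control wells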
aDG glyco up: activators of alpha-DG glycosylation, primary screen, uHTS, Pro5-aDG cells, AlphaScreen. alpha-DG glycosylation AlphaScreen (IIH6); 0% Pro5, 100% B10-LARGE cell signal. activation, % at 10 µM. actives 0.22% (n = 360,000). AID 624168, 2012;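 active = activation of at least 8% versus controls, or a plate z-score of at least 8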;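 also: Pro5 are CHO cells carrying HIG-tagged alpha-DG that lacks glycosylation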
MC4R barr agon: MC4R agonists recruiting beta-arrestin, primary screen, cell-based, luminescence, agonist arm of biased-ligand search | Melanocortin receptor 4 (Homo sapiens), P32245 | activation, % at 8.9 µM | U2OS MC4R beta-arrestin complementation; percent of melanotan II response, DMSO zero | actives 0.98% (n = 360,000);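 active = activation above a per-plate cutoff, the mean activation of sample wells on that plate plus 3 SD, cut at about 8% in these data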
PDI turbidity: inhibitors of human PDI, primary screen, biochemical, turbidity, single point, plate reader; PDI insulin aggregation turbidity, A650, 90 min; inhibition, % at 10 µM; Protein disulfide-isomerase (Homo sapiens), P07237; AID 588391, 2011; actives 0.052% (n = 350,000);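 active = mean inhibition across replicates of 30% or more, whatever share of single replicates reach that level; inconclusive = mean inhibition below 30% while every single replicate reaches 30%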;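 also: absorbance from insulin aggregation driven by PDI reduction with DTT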
Target sequence (P07237 whole entry, looked up): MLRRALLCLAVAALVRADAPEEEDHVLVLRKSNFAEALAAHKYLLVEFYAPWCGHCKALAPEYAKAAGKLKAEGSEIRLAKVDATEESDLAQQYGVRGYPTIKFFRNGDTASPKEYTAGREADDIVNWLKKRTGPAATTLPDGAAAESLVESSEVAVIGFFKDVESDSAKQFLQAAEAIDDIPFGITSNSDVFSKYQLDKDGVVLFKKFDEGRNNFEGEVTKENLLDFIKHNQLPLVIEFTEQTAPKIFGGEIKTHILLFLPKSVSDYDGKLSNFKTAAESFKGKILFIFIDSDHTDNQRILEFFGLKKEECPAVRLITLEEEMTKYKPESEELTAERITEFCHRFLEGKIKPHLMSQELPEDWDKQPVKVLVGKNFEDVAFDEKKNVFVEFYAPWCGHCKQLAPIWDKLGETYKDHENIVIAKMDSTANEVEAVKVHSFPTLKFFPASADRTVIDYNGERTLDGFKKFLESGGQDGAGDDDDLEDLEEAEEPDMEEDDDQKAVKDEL
MC4R antagonist: MC4R antagonists of cAMP signaling, primary screen, cell-based, TR-FRET, antagonist arm of biased-ligand search; AID 540295, 2011; MC4R-expressing cells, MTII-stimulated cAMP, LANCE TR-FRET; actives 0.48% (n = 360,000); Melanocortin receptor 4 (Homo sapiens), P32245; inhibition, % at 6.5 µM;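 active = inhibition above its plate's cutoff, the mean of tested wells on that plate plus 3 SD, cut at about 29% in these data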;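 also: 0% = Melanotan II alone and 100% = Melanotan II plus saturating MCL0020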
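system = U2OS cells with stable human MC4R expression | also added = Melanotan II challenge after compound preincubation | dosing = one concentration, 6.5 µM nominal | incubation = compound 30 min, challenge 1 h, detection 1 h | measured by = TR-FRET with Eu-cAMP and labeled anti-cAMP, 671 nm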
N-glyco inh: increase of ERlucT glycosylation luciferase signal, primary screen, N-linked glycosylation inhibitor project, D54 ERlucT cells, luminescence, set 2 | D54 ERlucT glycosylation luciferase reporter, 24 h; percent of 100 nM tunicamycin response | reporter increase, % at 12.5 µM | actives 0.23% (n = 360,000);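 active = mean luciferase reporter signal, scaled so untreated is 0 and the glycosylation-blocking control 100, at or above a set limit in every replicate; inconclusive = mean reaches the limit but not every replicate does; inactive = mean below the limit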;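 also: luciferase carries N-glycosylation sites so blocking glycosylation raises the light; 0% = median of neutral control wells and 100% = median of 100 nM tunicamycin wells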
* hit, by the source's call; ? = inconclusive; . = no result given. Random draw from the library; overall some 3.6% were active at least once.

SMILES | H9c2 protect | ABCB6 inh MLPCN | HTR2A ag | Vif inh | CaV13 FRET inh | aDG glyco up | MC4R barr agon | PDI turbidity | MC4R antagonist | N-glyco inh
Cc1onc(-c2ccccc2)c1C(=O)NC(=S)Nc1sc2c(c1C#N)CCC(C)C2 (configuration not stated) | -13 | 98 | -3 | -5 | -3 | -0.6 | 1.2 | -5 | -5 | 1
Cc1cccc(NC(=S)N2CCC(c3nc4ccccc4o3)CC2)c1 | -6 | 100 | -2 | -4 | 9 | -0.1 | 0.9 | -3 | 5 | -1
Cc1oc(C(C)(C)C)cc1C(=O)Nc1cccc(C(=O)O)c1 | -7 | 97 | 2 | 6 | -8 | -0.2 | -2.5 | -5 | 1 | 1
COc1ccccc1CNC(=O)[C@H](C)NC(=O)C1CCN(C(=O)[C@@H](N)Cc2ccccc2)CC1 | 5 | 98 | 7 | 14 | . | 0.3 | -0.9 | . | 6 | -1
Cc1ccc(C2(C)NC(=O)N(CC(=O)c3ccc(Cl)s3)C2=O)cc1 (configuration not stated) | 2 | 104 | -3 | 5 | -4 | 0.0 | -2.5 | 8 | 10 | -3
Cc1nc2ccccc2c2oc(C(=O)NCC3COc4ccccc4O3)cc12 (configuration not stated) | -23 | 98 | -2 | -5 | -2 | 0.7 | 0.3 | . | 7 | -3
O=C(c1ccc(N2CCCCC2)c([N+](=O)[O-])c1)N1CCN(S(=O)(=O)c2ccccc2)CC1 | -4 | 99 | 0 | 7 | -7 | -0.3 | -1.1 | -2 | -2 | -1
O=C1c2ccccc2NC(c2cccnc2)N1c1ccccc1F (configuration not stated) | 9 | 100 | -1 | 11 | -8 | 0.2 | -2.0 | -1 | 1 | 0
CCOC(=O)Cc1csc(NC(=O)CN2C(=O)c3ccccc3C2=O)n1 | 6 | 101 | -5 | -3 | -4 | -0.1 | 0.0 | 5 | 12 | 2
CC(O)[C@H]1CN=C(N)N1CC(C)(C)C (some centres not stated) | 2 | 103 | -4 | . | -11 | -0.3 | -1.2 | -6 | 8 | 0
N#Cc1nc(-c2ccco2)oc1NCc1ccco1 | 8 | 97 | -1 | -6 | -4 | -0.1 | -1.1 | -7 | 0 | 1
O=C(CSc1ncnc2nc[nH]c12)N1CCN(c2ccccc2)CC1 | 3 | 102 | 1 | ? | -6 | 0.0 | -1.4 | -1 | -7 | 3
CC(C)N(CCNC(=O)C1CCN(S(=O)(=O)N2CCOCC2)CC1)Cc1ccccc1 | 2 | 99 | 8 | -8 | . | -0.2 | -0.3 | -8 | 0 | -2
Cc1cccc(C(=O)CC(=O)c2cc(Cl)ccc2O)c1 | -36 | 96 | -5 | -4 | . | 0.2 | -2.4 | -5 | 7 | -3
CCOc1ccc(N(CC(=O)N2CCCC2)S(=O)(=O)c2c(C)noc2C)cc1 | 2 | 101 | -4 | 23 | 7 | -0.2 | -0.5 | -1 | 7 | 1
O=C1CCCC2=C1C(c1cccs1)n1ncnc1N2 (configuration not stated) | 4 | 103 | -1 | -3 | . | 0.0 | -0.9 | -1 | 13 | 1
NC1=NC(=O)/C(=C/c2ccccc2OS(=O)(=O)c2ccccc2)S1 | 20 | 95 | 5 | -1 | -5 | 0.2 | -2.7 | 8 | -3 | -3
Cc1ccc(Cc2c(-c3ccc(C)cc3)nc3c4ccccc4ccn23)cc1 | -7 | 98 | -2 | . | -6 | -0.1 | -0.4 | -6 | 11 | -5
COC(=O)CCP(=O)(O)Cc1ccccc1CP(=O)(O)CCC(=O)OC | 0 | 85 | 1 | -11 | -6 | -0.1 | -1.2 | 4 | 10 | 1
COC(=O)[C@H](Cc1ccccc1)NC(=O)[C@@]1(C)C[C@@H]1[C@@H](NC(=O)OCc1ccccc1)c1ccccc1 | 6 | 100 | -3 | -3 | -5 | 0.3 | 0.3 | 14 | 2 | 0
CCOC(=O)c1c(C)[nH]c(C(=O)COC(=O)C23CC4CC(CC(Cl)(C4)C2)C3)c1C | 3 | 92 | 5 | -6 | -6 | 0.6 | -1.7 | 1 | -2 | -4
Clc1cccc(Cl)c1Cn1nnc(N2CCCC2)n1 | -6 | 103 | 2 | -3 | -19 | 0.0 | 1.5 | -1 | -5 | -1
Cc1cc(C)c2c(-n3cccc3)c(NC(=O)OC(C)C)sc2n1 | 16 | 105 | 2 | -4 | . | 0.1 | -1.7 | -9 | 5 | -2
COc1cccc(-c2nc(NC3CCCC3)c3ccccc3n2)c1O | -15 | 104 | 78* | -11 | -3 | -0.2 | 0.3 | 7 | 21 | -3
O=C(/C(=N\Nc1ccc(Br)cc1)Sc1nnnn1-c1ccccc1)c1ccccc1 | 3 | 97 | 3 | 6 | -3 | -0.3 | -1.4 | 7 | 2 | -1
(next part)
SMILES | H9c2 protect | ABCB6 inh MLPCN | HTR2A ag | Vif inh | CaV13 FRET inh | aDG glyco up | MC4R barr agon | PDI turbidity | MC4R antagonist | N-glyco inh
COCCCn1c(SCC(=O)Nc2sc3c(c2C#N)CCCC3)nnc1-c1ccncc1 | 6 | 104 | -3 | -27 | . | 0.0 | -0.3 | 8 | 5 | 1
CCC(C(=O)Nc1ncccn1)(C(F)(F)F)C(F)(F)F | 7 | 109 | 0 | 10 | . | 0.6 | -0.2 | 1 | 16 | 1
Cc1ccc(OCC(=O)Nc2ccccc2C(=O)N2CCCC2)cc1 | -6 | 98 | -3 | 5 | -5 | -0.3 | -1.3 | -10 | 9 | -1
Cc1ccc(S(=O)(=O)NC(=O)C2(C)CCN2C(=O)C2(c3ccc(Cl)cc3)CCC2)nc1 (configuration not stated) | 6 | 102 | -2 | -9 | -13 | 0.2 | 1.2 | 0 | 5 | 1
CC(=O)c1cccc(NS(=O)(=O)c2ccc3c(c2)N(C(C)=O)CCO3)c1 | -2 | 107 | 4 | -5 | -2 | -0.2 | -1.9 | -1 | 6 | -1
CCOC(=O)C1=NNC2(CC(=O)N(c3cccc(C)c3)C2=O)C1 (configuration not stated) | -5 | 88 | -2 | -10 | -4 | 0.0 | -1.8 | -10 | 4 | 1
CC(C)(C)c1ccc(C(=O)O/N=C(\N)c2ccccn2)cc1 | -18 | 92 | -5 | 5 | -7 | -0.3 | 3.9 | 0 | 16 | -16
CCCCn1c(N)c(N(C)C(=O)c2ccc(-n3cccn3)cc2)c(=O)[nH]c1=O | 0 | 97 | -5 | 3 | -6 | 0.1 | -2.2 | 7 | -2 | 4
COc1ccc(Cl)cc1N=Cc1c(O)cc(C)oc1=O | 0 | 102 | 3 | . | -9 | -0.1 | -1.7 | 5 | 8 | 2
C/C(=N\Nc1c(F)c(F)c(Br)c(F)c1F)c1ccncc1 | -8 | 95 | -1 | 3 | -19 | 0.1 | 2.1 | -8 | 6 | 3
Nc1ncnc2c1ncn2C1OCC(O)C1O (configuration not stated) | -7 | 95 | 3 | -1 | . | 0.1 | . | . | . | 2
CCOc1ccc(/C=C2\SC(=S)N(CCC(=O)Nc3ccccc3C(=O)O)C2=O)cc1 | -9 | 127 | -2 | 2 | -19 | 0.0 | 0.9 | -6 | 9 | 0
Cc1ccn2c(C(=O)NNC(=O)Nc3ccc(Cl)cc3)c(C)nc2c1 | 0 | 101 | 0 | 10 | . | -0.4 | 2.6 | -4 | -6 | -2
Cc1cc(C)n(C(=O)CCCCCC(=O)n2nc(C)cc2C)n1 | 1 | 89 | 1 | -3 | -1 | -0.2 | 1.7 | -5 | -5 | 0
O=C(NCc1ccccc1)C(=O)NCC1OCCN1S(=O)(=O)c1ccc([N+](=O)[O-])cc1 (configuration not stated) | 19 | 97 | 2 | 2 | -3 | 0.0 | -1.1 | 10 | 3 | -2
O=C(CN(c1ccccc1)S(=O)(=O)c1ccccc1)NCCSCc1ccco1 | 10 | 95 | -1 | . | . | -0.1 | 0.6 | -16 | 6 | 0
CCN(CC)Cc1c(O)ccc2c(-c3ccccc3)cc(=O)oc12 | -4 | 103 | 1 | -2 | -8 | 0.2 | -1.4 | 1 | 10 | -4
CC(/C=N/NC(=O)c1cccnc1)=C\c1ccco1 | -4 | 104 | 5 | 0 | -8 | 0.1 | -0.9 | 0 | -7 | 1
Cc1scc(C(=O)NNC(=O)CCC(=O)O)c1C | -1 | 98 | -3 | 29 | . | 0.2 | -1.3 | 4 | 3 | 1
CCCCn1c(N)c(N(CCOC)C(=O)c2ccc3c(c2)C(=O)N(c2cc(C)ccc2C)C3=O)c(=O)[nH]c1=O | -4 | 96 | 6 | -8 | . | -0.3 | -2.0 | -5 | 3 | 0
CCN1CCN(C(C(=O)NC2CCCCC2)c2cc3ccccc3o2)CC1 (configuration not stated) | 4 | 98 | -4 | 8 | . | -0.2 | . | . | . | 0

Part of the list above in order of heavy-atom count, falling.
SMILES | H9c2 protect | ABCB6 inh MLPCN | HTR2A ag | Vif inh | CaV13 FRET inh | aDG glyco up | MC4R barr agon | PDI turbidity | MC4R antagonist | N-glyco inh
CCCCn1c(N)c(N(CCOC)C(=O)c2ccc3c(c2)C(=O)N(c2cc(C)ccc2C)C3=O)c(=O)[nH]c1=O | -4 | 96 | 6 | -8 | . | -0.3 | -2.0 | -5 | 3 | 0
Cc1ccc(S(=O)(=O)NC(=O)C2(C)CCN2C(=O)C2(c3ccc(Cl)cc3)CCC2)nc1 (configuration not stated) | 6 | 102 | -2 | -9 | -13 | 0.2 | 1.2 | 0 | 5 | 1
CCN(CC)Cc1c(O)ccc2c(-c3ccccc3)cc(=O)oc12 | -4 | 103 | 1 | -2 | -8 | 0.2 | -1.4 | 1 | 10 | -4
Cc1cc(C)n(C(=O)CCCCCC(=O)n2nc(C)cc2C)n1 | 1 | 89 | 1 | -3 | -1 | -0.2 | 1.7 | -5 | -5 | 0
CCC(C(=O)Nc1ncccn1)(C(F)(F)F)C(F)(F)F | 7 | 109 | 0 | 10 | . | 0.6 | -0.2 | 1 | 16 | 1
Cc1scc(C(=O)NNC(=O)CCC(=O)O)c1C | -1 | 98 | -3 | 29 | . | 0.2 | -1.3 | 4 | 3 | 1
Nc1ncnc2c1ncn2C1OCC(O)C1O (configuration not stated) | -7 | 95 | 3 | -1 | . | 0.1 | . | . | . | 2
